Autophagy HCS – alters autophagy in cells; MEF GFP-LC3 puncta imaging; test concentration mostly 10 µM; calls only at 10 µM (by protocol); 0.98% of 190,000 active; AID 463193;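 active means percentage of spot-positive cells more than 3 SD above its plate mean, without a fluorescence outlier flag or 80% toxicity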;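 further: spot-positive cell cutoff set from DMSO-treated cells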
M17LAP inhibition – P. falciparum M17LAP inhibitors, primary screen, biochemical, fluorogenic H-Leu-NHMec substrate, 1536-well (AID 1619) | 0.38% of 220,000 active | one-dose inhibition, % at 30 µM; IC50 in µM for titrated hits | recombinant M17LAP, H-Leu-NHMec fluorogenic kinetic assay; higher % means a stronger effect;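 active means compound inhibiting the enzyme by more than half at any dose during confirmatory dose-response retesting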;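 further: plate controls were full reaction with DMSO carrier for no effect and no enzyme background for full effect; strong numbers were not always called active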
T cell modulator – T cell immune modulation candidate. AID 2052. 2C CD8+ T cell-vesicle binding, flow cytometry; hits give low values. calls only at 7 µM. 0.068% of 330,000 active;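 active means response, share of CD8 T cells binding vesicles, and their 90th percentile fluorescence all below set limits, cut at about 80% in these data, passing the limit was not always enough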
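Also added: QL9-peptide-loaded Drosophila micro-vesicles bearing Ld, ICAM-1 and B7-1; Test system: purified 2C TCR transgenic mouse naive CD8+ T cells; Measured by: cytometric PE anti-B7-1 and Alexa647 anti-CD8 signals after 1% paraformaldehyde fixation; Timing: binding step 1.5 h, 37 °C, antibody labelling 20 min, ice.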
MT stabilizer – stabilizes microtubules in HeLa cells | 0.83% of 200,000 active | % tubulin-high responders, % at 10 µM | HeLa tubulin immunostaining HCS, 24 h; share of cells brighter than vehicle mean+2SD;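 active means plate Z-score above 3 for both tubulin-high and condensed-nucleus cell shares, with cell loss under 80%, at 10 µM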;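 further: anti alpha tubulin signal scored within the nucleus-defined area of each cell; some results filed as inactive read as strong as hits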
P. falciparum M1AAP – malaria alanyl aminopeptidase activity blockers – biochemical, fluorogenic H-Leu-NHMec substrate, 1536-well (AID 1445). recombinant M1AAP, H-Leu-NHMec fluorogenic kinetic assay; higher % means a stronger effect. inhibition, % at 30 µM, or IC50 in µM where a hit was titrated. 0.42% of 220,000 active;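 active means primary inhibition above the hit cutoff, then over 50% inhibition at one or more dose response concentrations, cut at about 23% in these data, passing the limit was not always enough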;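 further: plate controls were DMSO full reaction for no effect and no enzyme background for full effect; strong numbers were not always called active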
b-catenin transl – modulators of beta-catenin nuclear translocation | HeLa beta-catenin nuclear translocation, immunofluorescence imaging | nuclear translocation activity, % at 5 µM | 0.3% of 190,000 active;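 active means nuclear translocation activity above 50% at 5 µM, with a well cell count of 50 or more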;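 further: per-cell ratio of nuclear to cytoplasmic median beta-catenin stain intensity; plate controls were DMSO negative control for no effect and GSK-3 inhibitor IX positive control for full effect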
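Read-out: Nuclear/cytoplasmic beta-catenin signal ratio, % activation | Assay system: Human HeLa cell line | Times: 24 h compound exposure at 37°C, 5% CO2 | Signal: Fluorescence imaging of beta-catenin antibody stain plus DAPI | Dosing: 5 µM primary, 0.02–20 µM confirmation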
Yfh1-depleted yeast – enhancers of respiration in Yfh1-depleted yeast, dose response, Friedreich's ataxia, plus single-dose screen (AID 1465). 0.074% of 220,000 active. one-dose fold induction at 50 µM; EC50 in µM for titrated hits. S. cerevisiae Yfh1-off respiration, WST-1 reduction, 72 h; higher fold induction means a stronger effect;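 active means fold induction of absorbance versus untreated yeast above a set limit, then at least 30% activation at any dose in follow-up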;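 further: activators that raise dye reduction in frataxin-depleted yeast; strong numbers were not always called active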
WT yeast gro inh – growth inhibition of WT yeast, mitochondrial fusion screen; mitochondrial fusion phenotypic screen, WT strain; inhibition, % at 10 µM; 2.1% of 190,000 active; AID 1362; in the data active means inhibition above about 58%; tested in S. cerevisiae
Dynein transport – dynein cargo transport inhibition | 3617.4 mouse cells, GR-EGFP nuclear translocation imaging; test concentration mostly 20 µM; stimulated with dexamethasone, 1 µM; hits give low values | z-score, hits read low | 0.47% of 220,000 active | AID 1381;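 active means plate z-score of nuclear minus cytoplasmic receptor signal below a set negative limit, without overly bright fluorescence or cell loss, cut at about -3.5 in these data, passing the limit was not always enough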;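 further: z-score of nuclear minus cytoplasmic ring GR-EGFP intensity difference per well; some compounds called inactive have numbers as strong as hits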
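medium = tetracycline-free induction medium containing charcoal-stripped FBS | also added = 1.0 µM final dexamethasone stimulus | schedule = 48 h induction, 1 h compound, 30 min dex at 37 °C | technique = fixed, Hoechst-stained cells imaged at 10x for EGFP | measure = GR-EGFP nuclear translocation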
WT yeast gro inh mutant strain – also measured in WT yeast gro inh; calls as there; inhibition, %; mitochondrial fusion phenotypic screen, mutant strain inhibition
Dynein transport cytoplasmic EGFP – recorded beside Dynein transport, whose call it bears; z-score; measured here: cytoplasmic GR-EGFP intensity; hits give high values
Dynein transport nuclear GR-EGFP – also measured in Dynein transport; calls as there; z-score; measured here: nuclear GR-EGFP intensity;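 lower value marks the stronger effect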
Dynein transport cell count – second read-out of Dynein transport, no call of its own (marks repeat the call); z-score; measured here: cell count per field
b-catenin transl cell count 5 µM – recorded beside b-catenin transl, whose call it bears; cell count; measured here: cell count, cytotoxicity flag
T cell modulator vesicle-bound % – also measured in T cell modulator; calls as there; double positive events, %; measured here: CD8+ vesicle-bound cell fraction;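 binding gate set so that unloaded-vesicle control wells show 10% double positive cells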
MT stabilizer Hoechst-high % – recorded beside MT stabilizer, whose call it bears; % Hoechst-high responders; measured here: nuclear condensation Hoechst responders;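 share of cells brighter than vehicle mean plus two SD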
MT stabilizer cytotoxicity % – second read-out of MT stabilizer, no call of its own (marks repeat the call); toxicity, %; measured here: cytotoxicity by cell density;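 0% = mean cell density of plate MIN control wells and 100% = no cells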
Autophagy HCS cell loss 18 h – further read-out of Autophagy HCS, marked with its call; toxicity, %; measured here: cell loss, nuclei count;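 cell loss after 18 h compound exposure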
* = called active by the depositor; i = inactive; · = not tested or not shown; + = active, no number.

SMILES | Autophagy HCS | Autophagy HCS cell loss 18 h | M17LAP inhibition | T cell modulator | T cell modulator vesicle-bound % | MT stabilizer | MT stabilizer Hoechst-high % | MT stabilizer cytotoxicity % | P. falciparum M1AAP | b-catenin transl | b-catenin transl cell count 5 µM | Yfh1-depleted yeast | WT yeast gro inh | WT yeast gro inh mutant strain | Dynein transport | Dynein transport cytoplasmic EGFP | Dynein transport nuclear GR-EGFP | Dynein transport cell count
CCOC(=O)CNC(=S)N1CCn2c(nc3ccccc32)C1 | i | 3.4 | 6.2% | i | 20.9 | 1.7 | 1.2 | 0.3 | 3.7% | 15.0 | 584 | i | 5.8 | 1.8 | -0.0403 | -0.242 | -0.0222 | 0.107
COc1cc(C=C(c2nc3ccccc3s2)c2nc3ccccc3s2)ccc1O | i | 11.4 | -2.9% | i | 53.1 | 1.8 | 1.6 | 7.5 | 8.5% | 4.5 | 913 | i | 54.7 | 1.8 | 0.931 | -0.149 | 0.68 | -0.244
N#Cc1ccc(Oc2ccc(C(N)=O)cc2)cc1C#N | i | 0.2 | 23.3% | i | 19.6 | 1.7 | 0.8 | 5.7 | 19.1% | -2.4 | 1111 | i | -2.4 | -13.3 | -0.808 | 0.101 | -0.107 | 0.533
CCN(CC)S(=O)(=O)c1cc(Br)ccc1OC | i | 3.8 | 13.7% | i | 23.4 | 2.7 | 1.7 | 12.5 | 4.2% | -2.4 | 1071 | i | -9.7 | -6.0 | -0.115 | -0.376 | -0.0531 | 0.334
CC(C)CN(C(=O)COC(=O)Cn1cnc2ccccc2c1=O)C1CCS(=O)(=O)C1 (stereo unspecified) | i | 7.0 | 9.7% | i | 6.3 | 2.8 | 1.8 | 7.3 | 6.9% | 0.8 | 681 | i | 3.9 | -4.5 | -0.381 | -0.394 | -0.277 | 1.13
CCOCCOC(=O)c1[nH]c2c(c1C)C(=O)CC(c1cccs1)C2 (stereo unspecified) | + | 73.9* | 1.9% | i | 12.8 | 13.0 | 29.4 | 53.1 | 0.4% | 63.4* | 454* | i | 5.1 | 4.5 | 0.555 | -0.224 | 0.397 | -0.282
COc1cc(/C=N\NC(=O)CNC(=O)c2cccc([N+](=O)[O-])c2)ccc1O | i | 30.4 | 11.6% | i | 42.8 | 1.8 | 1.7 | 8.3 | 4.6% | -3.4 | 1147 | i | 17.6 | -2.0 | 2.51 | 0.0365 | 1.56 | -1.15
Cc1ccc(NC(=O)NC2(C(=O)NCc3ccccc3)CCCCC2)cc1 | i | -6.5 | -2.4% | i | 20.2 | 2.5 | 1.7 | 1.4 | 6.1% | -3.1 | 1093 | i | 13.1 | 6.4 | · | · | · | ·
CCC(=O)n1nc(-c2ccc(OC)cc2)nc1SC | i | 0.9 | 7.5% | i | 54.7 | 2.4 | 2.1 | 2.5 | -1.3% | · | · | i | 5.2 | 2.9 | 0.221 | -0.287 | 0.02 | 0.588
COc1ccccc1-c1noc(CCC(=O)Nc2cccc(C(F)(F)F)c2)n1 | i | 16.8 | -3.2% | i | 37.9 | 3.3 | 2.1 | 11.6 | 1.7% | 0.0 | 1015 | i | -0.2 | -5.6 | -0.914 | -0.169 | 0.0842 | 0.407
Cn1ncc2c(Nc3cccc(C(=O)O)c3)ncnc21 | i | 1.8 | 15.2% | i | 43.8 | 3.5 | 1.9 | 4.4 | 2.8% | · | · | i | 30.4 | -22.4 | -0.343 | -0.268 | -1.01 | 0.324
CCOC(=O)Cc1csc(NC(=O)c2ccc(OC)c(OC)c2)n1 | i | -4.1 | 14.3% | i | 30.5 | 1.3 | 2.4 | 9.1 | 0.1% | -1.2 | 1391 | i | 40.4 | 2.2 | -0.0525 | -0.187 | 0.798 | -0.111
Cc1ccc(S(=O)(=O)Nc2ccccc2C(=O)Nc2ccc(S(=O)(=O)Nc3nccc(C)n3)cc2)cc1 | i | 1.4 | -17.2% | i | 30.8 | 1.8 | 2.1 | 5.6 | 17.9% | -1.6 | 934 | i | 6.5 | -7.3 | -0.293 | 0.0767 | -0.485 | 0.559
COc1cccc(N=c2oc3c(C)ncc(CO)c3cc2C(N)=O)c1 | i | 2.2 | 9.8% | i | 35.9 | 2.4 | 1.2 | 5.5 | 9.2% | -0.4 | 1350 | i | -28.2 | -14.4 | -0.159 | -0.156 | 0.23 | -0.544
CCNC(=O)CSc1nc(-c2ccc(F)cc2)cs1 | i | 17.7 | -1.2% | i | 4.0 | 2.2 | 2.3 | 4.6 | -3.6% | 1.1 | 1067 | i | -5.1 | 11.3 | -0.281 | -0.063 | 0.676 | -1.18

The final two entries of the part above come first, to join the parts:
SMILES | Autophagy HCS | Autophagy HCS cell loss 18 h | M17LAP inhibition | T cell modulator | T cell modulator vesicle-bound % | MT stabilizer | MT stabilizer Hoechst-high % | MT stabilizer cytotoxicity % | P. falciparum M1AAP | b-catenin transl | b-catenin transl cell count 5 µM | Yfh1-depleted yeast | WT yeast gro inh | WT yeast gro inh mutant strain | Dynein transport | Dynein transport cytoplasmic EGFP | Dynein transport nuclear GR-EGFP | Dynein transport cell count
COc1cccc(N=c2oc3c(C)ncc(CO)c3cc2C(N)=O)c1 | i | 2.2 | 9.8% | i | 35.9 | 2.4 | 1.2 | 5.5 | 9.2% | -0.4 | 1350 | i | -28.2 | -14.4 | -0.159 | -0.156 | 0.23 | -0.544
CCNC(=O)CSc1nc(-c2ccc(F)cc2)cs1 | i | 17.7 | -1.2% | i | 4.0 | 2.2 | 2.3 | 4.6 | -3.6% | 1.1 | 1067 | i | -5.1 | 11.3 | -0.281 | -0.063 | 0.676 | -1.18
CCn1c(CC(=O)Nc2ccccc2)nnc1SCc1nc2ccccc2c(=O)[nH]1 | · | · | 10.6% | i | 26.5 | · | · | · | -0.5% | 0.7 | 1310 | i | · | · | -0.968 | -0.248 | -0.107 | 0.326
CC(=O)N1CCc2cc(S(=O)(=O)NC(C(=O)NC3CCCc4ccccc43)C(C)C)ccc21 (stereo unspecified) | i | -9.0 | -3.3% | i | 49.9 | 1.6 | 3.2 | 8.3 | -12.1% | 0.1 | 963 | i | 14.2 | 2.9 | 1.33 | -0.166 | 0.686 | 0.209
O=C(CCC(=O)NNC(=O)COc1ccccc1)NCc1ccccc1 | i | -26.3 | -10.8% | i | 25.8 | 2.3 | 2.5 | 3.9 | 2.0% | -1.7 | 1313 | i | -1.0 | -0.6 | -0.759 | -0.201 | 0.0984 | 0.802
Cc1ccc(O)c(C(=O)c2cnc3c(c2)c(=O)n(C)c(=O)n3C)c1 | i | -14.3 | -1.7% | i | 53.3 | 2.1 | 1.7 | 4.6 | 3.0% | -1.5 | 933 | i | 0.4 | 4.5 | -0.0646 | -0.257 | -0.037 | 0.564
O=C(NCc1ccccn1)c1ccc(CNS(=O)(=O)c2ccc(F)cc2)cc1 | i | -16.7 | 0.4% | i | 61.0 | 2.3 | 4.0 | 7.8 | -5.1% | -3.1 | 1137 | i | -8.2 | -7.3 | 0.928 | -0.226 | 0.651 | -0.631
COc1ccc(OC)c(C2=NOC(C(=O)Nc3cc(C)nn3-c3ccccc3)C2)c1 (stereo unspecified) | i | -5.6 | -2.5% | i | 14.8 | 2.8 | 3.5 | 7.7 | 2.4% | 0.7 | 1000 | i | 11.9 | 2.4 | 1.88 | -0.218 | 1.33 | 0.0106
Cc1cc(NC(=O)c2cccs2)n(-c2nc3ccccc3[nH]2)n1 | i | 2.9 | -1.9% | i | 58.7 | 2.8 | 2.6 | 4.5 | 3.8% | 0.2 | 1367 | i | -2.9 | 12.3 | -0.608 | -0.122 | -0.148 | 0.602
Cc1ccc2cc(CCNC(=O)c3cc4ccccc4o3)c(=O)[nH]c2c1C | i | 24.7 | -2.3% | i | 44.6 | 3.1 | 1.9 | 4.5 | -2.1% | 1.2 | 1104 | i | 10.3 | 21.0 | 0.865 | -0.18 | 0.368 | -0.234
CCc1ccc(C(=O)O)cc1 | · | · | 11.8% | i | 24.0 | · | · | · | 0.2% | 0.0 | 1170 | i | · | · | 1.19 | -0.182 | 0.591 | -1.25
COC(=O)c1ccc(N2OC3(C)C=CC2CC3)cc1 (stereo unspecified) | i | -27.6 | -3.4% | i | 20.6 | 3.1 | 3.0 | 4.5 | 5.9% | -0.9 | 538 | i | -9.6 | -15.5 | -1.05 | -0.245 | -0.753 | 0.488
CC/C(=N/O)c1cnnc(SC)n1 | i | 3.2 | -1.9% | i | 6.5 | 2.1 | 2.7 | 2.0 | 0.6% | -0.6 | 819 | i | -1.5 | 2.4 | 0.515 | -0.248 | 0.33 | -0.774
CN(C)/C=C/C(=O)c1ccccc1OCc1cnc(Cl)s1 | i | 15.9 | 6.9% | i | 21.4 | 2.0 | 1.1 | 10.7 | 5.5% | 0.9 | 1546 | i | 7.4 | -2.8 | -0.756 | -0.299 | -0.477 | 0.879
COc1cc(C(=O)Nc2ccc(OCC(=O)O)cc2)cc(OC)c1OC | i | -6.4 | 1.3% | i | 15.3 | 2.4 | 1.1 | 0.7 | -0.1% | 1.6 | 1131 | i | 6.8 | -1.4 | -0.0369 | -0.221 | 0.217 | 0.581
Cc1cc(C)c(-c2csc(NC(=O)c3cc([N+](=O)[O-])ccc3N3CCOCC3)n2)c(C)c1 | i | 9.6 | -1.0% | i | 34.2 | 2.4 | 4.1 | 9.8 | 2.2% | · | · | i | 18.1 | 17.8 | -1.19 | -0.31 | -0.936 | 1.21

Compound activity from PubChem.
